# T cell HTS = modulates CD8 T cell binding to vesicles | 2C CD8+ T cell-vesicle binding, flow cytometry; hits give low values | calls only at 7 µM | actives 0.068% (n = 330,000);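 active = response, share of CD8 T cells binding vesicles, and their 90th percentile fluorescence all below set limits, cut at about 80% in these data, passing the limit was not always enough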
#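 Assay system: 2C TCR transgenic mouse naive CD8+ T cells, MACS-purified | Read-out: CD8+ gate FL2 mean fluorescence as % of same-row positive control | Signal: High-throughput flow cytometry with anti-B7-1 and anti-CD8 staining | Timing: Binding step 1.5 h, 37 °C, antibody labelling 20 min, ice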
# WT yeast gro inh = growth inhibition of WT yeast, mitochondrial fusion screen | mitochondrial fusion phenotypic screen, WT strain | inhibition, % at 10 µM | actives 2.1% (n = 190,000); in the data active = inhibition above about 58%; tested in S. cerevisiae
# Ins promoter up = MIN6 insulin promoter up-regulation. z-score at 5 µM. MIN6 insulin promoter-GFP reporter, high-content imaging; hits give high values. actives 0.3% (n = 190,000);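 active = z-score above 3 at 5 µM with at least 500 cells counted in the well; inconclusive = wells under 500 cells, flagged as cytotoxic or low count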
# MT stabilize HCS = microtubule stabilization, imaging screen. HeLa tubulin immunostaining HCS, 24 h; share of cells brighter than vehicle mean+2SD. % tubulin-high responders, % at 10 µM. actives 0.83% (n = 200,000);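 active = plate Z-score above 3 for both tubulin-high and condensed-nucleus cell shares, with cell loss under 80%, at 10 µM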;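 note: anti alpha tubulin signal scored within the nucleus-defined area of each cell; some results filed as inactive read as strong as hits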
# Autophagy mod = alters autophagy in cells. MEF GFP-LC3 puncta imaging; test concentration mostly 10 µM. actives 0.98% (n = 190,000). calls only at 10 µM (by protocol);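 active = percentage of spot-positive cells more than 3 SD above its plate mean, without a fluorescence outlier flag or 80% toxicity; inconclusive = no clear call, values can overlap the other calls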;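 note: spot-positive cell cutoff set from DMSO-treated cells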
# Hep lipid drop = hepatic lipid droplet formation modulation. AML12 mouse hepatocytes, oleate lipid droplets, BODIPY imaging. actives 0.4% (n = 240,000). inhibition, % at 6.5 µM. AID 1656;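 active = lipid droplet intensity inhibited by at least 50%, with more than 500 cells counted; inconclusive = wells with under 300 cells, treated as cytotoxic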
#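 Technique: fluorescence imaging, 20x objective, two fields per well / Assay system: AML12 hepatocytes (mouse) / Measure: % inhibition of lipid droplet signal / Doses: 6.5 µM single-point dosing / Incubation: overnight exposure / Reagent: 100 µM oleic acid challenge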
# West Nile antiviral = inhibition of WNV-induced cytopathic effect – cell-based, CPE readout (AID 1621); West Nile virus-infected cells, CPE inhibition; higher % means a stronger effect; one-dose CPE inhibition, % at 10 µM; IC50 in µM for titrated hits; actives 0.02% (n = 290,000); in the data active = a potency from the dose series; inconclusive = CPE inhibition mostly from about 3.7% at the one dose, without a potency; inactive = the rest, 99 in 100 with CPE inhibition below about 2.2%; note: strong numbers were not always called active
# b-catenin transl = beta-catenin nuclear translocation modulation; AID 1665; nuclear translocation activity, % at 5 µM; HeLa beta-catenin nuclear translocation, immunofluorescence imaging; actives 0.3% (n = 190,000);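 active = nuclear translocation activity above 50% at 5 µM, with a well cell count of 50 or more; inconclusive = wells under 50 cells across six images, flagged as toxic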;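 note: per-cell ratio of nuclear to cytoplasmic median beta-catenin stain intensity; plate controls were DMSO negative control for no effect and GSK-3 inhibitor IX positive control for full effect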
#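 Test system: human HeLa cells, native beta-catenin. Compound dosing: 5 µM primary single dose, 0.1% DMSO, 0.02–20 µM confirmation series. Incubation: compound exposure 24 h at 37°C. Detection: beta-catenin immunostaining with DAPI counterstain, 20x imaging, 6 fields/well. Read-out basis: Nuclear/cytoplasmic beta-catenin signal ratio, % activation.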
# Myeloid diff MLP = promotes myeloid progenitor differentiation; ER-HoxA9 myeloid progenitors, lysozyme-GFP differentiation, flow cytometry; calls only at 10 µM; actives 1% (n = 360,000);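 active = normalized GFP-positive differentiation at or above the plate's own cutoff, the solvent-only control mean plus 3 SD; inconclusive = no clear call, values can overlap the other calls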;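 note: cells exposed to compound for four days before flow analysis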
# WT yeast gro inh mutant strain = also measured in WT yeast gro inh; calls as there; inhibition, %; mitochondrial fusion phenotypic screen, mutant strain inhibition
# Ins promoter up cell count = also measured in Ins promoter up; calls as there; cell count; measured here: cytotoxicity, nuclei count;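 total cells summed across four imaged fields per well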
# Hep lipid drop cells 6.5 µM = also measured in Hep lipid drop; calls as there; cell count; measured here: cell count, cytotoxicity flag;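 cells counted across two imaged fields per well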
# b-catenin transl cell count 5 µM = further read-out of b-catenin transl, marked with its call; cell count; measured here: cell count, cytotoxicity flag
# T cell HTS vesicle-bound % = also measured in T cell HTS; calls as there; double positive events, %; measured here: CD8+ vesicle-bound cell fraction;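 binding gate set so that unloaded-vesicle control wells show 10% double positive cells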
# MT stabilize HCS Hoechst-high % = also measured in MT stabilize HCS; calls as there; % Hoechst-high responders; measured here: nuclear condensation Hoechst responders;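 share of cells brighter than vehicle mean plus two SD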
# MT stabilize HCS cytotoxicity % = further read-out of MT stabilize HCS, marked with its call; toxicity, %; measured here: cytotoxicity by cell density;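 0% = mean cell density of plate MIN control wells and 100% = no cells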
# Autophagy mod cell loss 18 h = also measured in Autophagy mod; calls as there; toxicity, %; measured here: cell loss, nuclei count;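 cell loss after 18 h compound exposure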
# Myeloid diff MLP GFP+ MAC1+ % = further read-out of Myeloid diff MLP, marked with its call; GFP+ MAC1+ double positive, %; measured here: differentiation confirmed by MAC1 staining
# * marks the source's active call; other numbers are inactive results; i = inactive; u = inconclusive; x = no result given. The order is random. About 3.9% of those tested had a hit in this group.
# Sample of the layout:
SMILES,T cell HTS,T cell HTS vesicle-bound %,WT yeast gro inh,WT yeast gro inh mutant strain,Ins promoter up,Ins promoter up cell count,MT stabilize HCS,MT stabilize HCS Hoechst-high %,MT stabilize HCS cytotoxicity %,Autophagy mod,Autophagy mod cell loss 18 h,Hep lipid drop,Hep lipid drop cells 6.5 µM,West Nile antiviral,b-catenin transl,b-catenin transl cell count 5 µM,Myeloid diff MLP,Myeloid diff MLP GFP+ MAC1+ %
CCOC(=O)c1c(C)c(C(=O)Nc2ccc3c(c2)OCO3)c(C)n1C,i,34.9,6.9,2.4,-0.22,1536,3.1,2.1,9.2,i,-1.6,x,x,-0.3%,-0.1,1254,i,3.5
COc1ccc(CCNC(=O)C2CC(=O)N(C3CCCCC3)C2)cc1OC (stereo not drawn),i,17.1,x,x,x,x,x,x,x,x,x,-13.5,706,0.5%,x,x,i,3.1

# The list itself, previewed entries included:
SMILES,T cell HTS,T cell HTS vesicle-bound %,WT yeast gro inh,WT yeast gro inh mutant strain,Ins promoter up,Ins promoter up cell count,MT stabilize HCS,MT stabilize HCS Hoechst-high %,MT stabilize HCS cytotoxicity %,Autophagy mod,Autophagy mod cell loss 18 h,Hep lipid drop,Hep lipid drop cells 6.5 µM,West Nile antiviral,b-catenin transl,b-catenin transl cell count 5 µM,Myeloid diff MLP,Myeloid diff MLP GFP+ MAC1+ %
CCOC(=O)c1c(C)c(C(=O)Nc2ccc3c(c2)OCO3)c(C)n1C,i,34.9,6.9,2.4,-0.22,1536,3.1,2.1,9.2,i,-1.6,x,x,-0.3%,-0.1,1254,i,3.5
COc1ccc(CCNC(=O)C2CC(=O)N(C3CCCCC3)C2)cc1OC (stereo not drawn),i,17.1,x,x,x,x,x,x,x,x,x,-13.5,706,0.5%,x,x,i,3.1
CCCCNC(=S)N(C)/N=C/c1ccc2c(c1)OCO2,i,51.5,78.4*,28.1*,-0.81,1508,3.1,1.7,0.7,i,12.1,-17.6,717,-0.7%,-0.4,1047,i,0.4
CCCCNC(=O)COC(=O)c1ccc(N(C)C)cc1,i,53.5,-14.6,15.6,0.32,1215,4.8,2.9,5.4,i,-4.7,-6.8,720,-0.6%,1.2,1087,i,0.0
O=C(CN1CCN(c2ccccc2O)CC1)Nc1ccc([N+](=O)[O-])cc1Br,i,44.7,14.7,10.6,-0.15,1175,3.1,1.4,4.4,i,10.2,10.1,717,-0.6%,-2.0,1163,i,0.9
O=C(/C=C/c1ccc(F)cc1)NC(=S)NNC(=O)c1cnccn1,i,18.4,x,x,x,x,x,x,x,x,x,10.4,584,u,2.5,1268,u,x
O=c1c2ccccc2nc2n1C(CBr)CS2 (stereo not drawn),i,33.7,-0.8,4.3,0.92,1726,1.6,2.0,3.0,i,3.4,19.2,701,0.6%,-3.7,1069,i,0.8
COc1ccc(C(c2c(C)n(C)n(-c3ccccc3)c2=O)c2c(C)n(C)n(-c3ccccc3)c2=O)c(OC)c1OC,i,26.6,x,x,x,x,x,x,x,x,x,-22.1,770,0.3%,x,x,i,0.0
CCn1ncc(C2=NOC(C(=O)Nc3cnn(C45CC6CC(CC(C6)C4)C5)c3)C2)c1C (stereo not drawn),i,13.5,-5.3,-19.4,u,x,2.6,3.2,5.6,i,1.5,x,x,-0.1%,-0.3,1420,i,0.5
CCOC(=O)c1ccc(N2C(=O)CC(NC3CCN(C(=O)c4cccc(Cl)c4)CC3)C2=O)cc1 (stereo not drawn),i,7.8,6.5,0.9,0,1566,2.7,1.5,7.0,i,-11.3,-0.7,644,-0.3%,1.2,938,x,x
CC1CCCN(CC(=O)Nc2ccc(S(=O)(=O)NC3CCCCC3)cc2)C1 (stereo not drawn),i,8.6,98.5*,96.9*,-1.33,1072,4.1,1.0,2.6,i,3.3,-5.2,805,-0.9%,3.6,1202,i,7.3
C#CCOCCOCCOCCNc1nc(N2CCN(C(=O)[C@H]([C@@H](C)CC)n3cc([C@@H](N)CO)nn3)CC2)nc(N2CCN(C(=O)[C@H](Cc3ccc(O)cc3)n3cc([C@@H](N)CC(C)C)nn3)CC2)n1,i,29.8,-8.6,-4.5,0.49,1381,2.5,0.2,0.0,i,-10.3,-9.1,681,0.8%,1.9,1027,i,4.5
Cn1c(=O)c2c(nc3n2CC(COc2ccc(Cl)cc2)O3)n(C)c1=O (stereo not drawn),i,57.8,x,x,x,x,x,x,x,x,x,1.1,793,-1.7%,x,x,i,0.7
CCn1c(=O)n(CC(=O)NCC2CCCO2)c(=O)c2c3c(sc21)COC(C)(C)C3 (stereo not drawn),i,2.9,x,x,x,x,x,x,x,x,x,-5.6,754,0.1%,x,x,i,1.9
Cc1cccc(NC(=S)Nc2cccc(C(F)(F)F)c2)n1,i,52.8,19.7,18.6,-0.7,1258,3.2,2.3,2.6,i,24.1,14.2,723,0.4%,-1.6,974,i,0.0
Clc1ccc(SCCn2ccnc2)cc1,i,21.6,4.8,7.3,0.2,1156,2.3,2.0,2.5,i,11.3,x,x,0.2%,-7.0,1022,i,2.1
C[C@@H]1NC(=O)c2cc([N+](=O)[O-])cc(I)c2OCC[C@@H](C(=O)NC(CC(=O)O)C(N)=O)NC(=O)[C@H](CCC(=O)O)NC1=O (stereo partly drawn),i,12.8,-3.1,-21.3,0.72,1251,2.9,2.1,7.1,i,-1.6,7.7,712,0.0%,x,x,x,x
CN(C)C(=O)CSc1nnc([C@H](Cc2ccccc2)NC(=O)OC(C)(C)C)o1,i,46.1,x,x,0.16,1115,x,x,x,x,x,-6.6,699,0.1%,-0.1,1275,i,0.4
CCc1cccc(NC(=S)N(CCN(C)C)C(C)c2ccncc2)c1 (stereo not drawn),i,46.8,x,x,0.14,985,x,x,x,x,x,-16.8,723,0.0%,-0.6,1369,i,0.8
O=C(c1ccccc1F)N1CCC(N2CCCCCC2)CC1,i,45.3,-9.7,-28.3,0.52,1178,5.3,1.9,5.3,i,-3.1,-5.2,737,0.3%,3.9,1153,i,1.1
CCSc1nnc(NC(=O)c2nc3nc(C)cc(C)n3n2)s1,i,34.2,-0.1,-3.9,0.04,1313,3.3,1.9,4.1,i,-30.3,16.6,688,0.2%,-0.1,1185,i,0.3
Cc1cc(NC(=O)c2ccc3c(c2)C(=O)N(C(C)(C)C)C3=O)no1,i,52.7,-1.6,4.3,-0.2,1235,3.1,2.7,10.1,i,8.0,-3.0,697,0.1%,0.7,1106,i,0.0
CC1(C)CC(=O)C(CC2C(=O)CC(C)(C)CC2=O)C(=O)C1,i,16.0,x,x,-0.41,1173,x,x,x,x,x,5.7,730,0.2%,-0.1,1266,i,0.7
CCn1c(=O)c(C(=O)NNS(=O)(=O)c2ccc(C)cc2)c(O)c2ccccc21,i,52.3,9.2,5.1,0.86,1431,1.9,2.6,11.6,i,-12.5,0.5,720,-1.5%,0.5,1099,i,0.3
COc1ccc(SCCC(=O)NCc2ccncc2)cc1,i,26.5,x,x,0.11,1399,x,x,x,x,x,2.1,714,-0.1%,0.9,1274,i,1.0
CCCCC(=O)Nc1cccc(NC(=S)NC(=O)C(C)C)c1,i,48.1,21.6,4.7,-0.13,1493,2.8,4.1,9.7,i,-7.6,-15.1,644,-0.3%,-2.3,1149,i,0.4
Cc1[nH]nc2c1/C(=N\O)CC(C)(C)C2,i,38.6,9.8,-4.5,0.99,807,5.5,2.2,9.2,i,-14.7,1.0,781,0.0%,-1.9,1071,i,0.7
N#C/C(C(=O)N1CCOCC1)=C1/SC(Cc2ccccc2)C(=O)N1c1ccccc1 (stereo not drawn),i,49.5,-2.1,-7.8,1.04,1462,4.7,3.4,9.5,i,6.8,x,x,0.9%,-0.2,1418,i,1.2
COC(=O)c1ccc(COC(=O)c2ccc(N(C)C)cc2)cc1,i,27.4,1.7,-17.0,0.4,1213,2.7,2.4,4.6,i,4.2,0.2,782,0.2%,x,x,i,3.5
Cc1nnc(C)n1/N=C/c1ccc(C(C)C)cc1,i,62.9,4.4,14.6,0.8,1367,3.3,2.7,5.9,i,18.4,x,x,0.2%,-2.4,944,i,7.6
Cc1cc2c(cc1C)NC1(C(=O)Nc3ccccc31)C1=C(CC(C)(C)CC1=O)N2 (stereo not drawn),i,36.7,18.2,24.2,0.45,1330,4.0,2.4,7.1,i,-8.3,21.0,745,1.0%,-6.9,1247,i,1.3
CCOC(=O)C1(CCOc2ccccc2)CCN(Cc2ccc(C)o2)CC1,i,20.6,7.4,-1.7,x,x,2.3,2.3,5.6,i,0.6,-16.5,755,-1.1%,2.5,864,i,0.2
CCCc1nc2c(nnn2Cc2ccccc2)c(=O)[nH]1,i,32.0,28.5,26.3,-0.39,1280,4.7,3.8,51.6,i,-2.4,17.5,656,0.8%,-1.3,1032,i,11.3
CCOC(=O)c1sc2nc3c(SCC(=O)O)cc(C(=O)c4cc(F)ccc4O)cn3c(=O)c2c1C,i,49.9,-2.7,-7.8,0,1344,2.6,2.1,4.5,i,-3.4,9.5,643,0.2%,2.7,570,i,0.4
COc1ccc(Cn2c(C)nc3c(c(=O)c4ccccc4n3C)c2=O)cc1,i,33.1,x,x,0.39,1431,x,x,x,x,x,0.9,682,0.3%,2.2,899,i,1.3
CCCCN1C2=C(C(=O)CC(C)(C)C2)C(c2ccccc2)C2=C1c1ccccc1C2=O (stereo not drawn),i,17.3,-2.5,9.7,x,x,4.6,1.9,7.8,i,-4.1,-7.3,758,0.1%,x,x,i,1.4
CCn1c(C2CC(=O)N(Cc3ccccc3)C2)nc2ccccc21 (stereo not drawn),i,35.0,3.4,-0.8,-5.96,581,4.2,1.5,9.3,i,13.0,-3.5,549,-0.2%,-1.0,1027,i,6.4

# Compound activity: PubChem, several laboratories
